High-throughput results from PubChem.
hK5 inh – human KLK5 protease inhibitors, primary screen, biochemical, 1536-well; inhibition, % at 5 µM; 210,000 compounds, 0.59% hits; Kallikrein-5 (Homo sapiens), Q9Y337; recombinant hK5, fluorogenic AMC substrate cleavage;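 active means inhibition of 40% or more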;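 further: 0% = enzyme controls without compound and 100% = no-enzyme blanks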
Target sequence (Q9Y337 67-293 limits assumed): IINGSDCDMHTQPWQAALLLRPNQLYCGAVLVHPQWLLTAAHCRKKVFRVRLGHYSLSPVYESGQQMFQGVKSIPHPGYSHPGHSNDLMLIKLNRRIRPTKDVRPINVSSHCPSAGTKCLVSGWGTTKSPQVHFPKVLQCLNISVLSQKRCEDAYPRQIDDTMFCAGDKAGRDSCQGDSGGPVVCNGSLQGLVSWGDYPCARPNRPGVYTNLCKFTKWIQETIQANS
Cl transport mod – KCC2 cotransporter modulators, thallium flux, primary screen, cell-based, HEK293 KCC2, FluoZin-2 fluorescence, MLSMR. Solute carrier family 12 member 5 (Homo sapiens), Q9H2X9. KCC2 cells, thallium flux FluoZin-2 fluorescence. B-score of Tl+ flux slope (higher = more flux/activation; lower = inhibition) at 10 µM. 190,000 compounds, 2.2% hits. AID 1456, 2008;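 active means thallium flux slope and its plate-corrected score both differing from the plate sample mean at a set confidence after two filtering rounds, in either direction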;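 further: slope of fluorescence scaled to starting intensity during 10 to 20 s after thallium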
PERK inh – block of dimerizer-induced PERK translation repression, primary screen, PERK inhibitor project, CHO PERK-DD cells, SEAP luminescence, HTS. inhibition, % at 5.6 µM. 220,000 compounds, 0.17% hits. CHO PERK-DD fusion, SEAP luminescence translation reporter. AID 1416, 2008;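 active means inhibition above the mean inhibition of all tested compounds plus 3 SD, set separately per screening campaign, cut at about 2.9% in these data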;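 further: PERK kinase domain activated by AP20187 dimerizer at 100 nM; 0% = DMSO with dimerizer and 100% = rapamycin at 8.4 µM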
Rad51 HR inh – human RAD51 strand exchange inhibitors, primary screen, biochemical, fluorescence. 200,000 compounds, 0.085% hits. inhibition, % at 10 µM. hRad51 DNA strand exchange, fluorescence dequenching;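 active means inhibition above 40% at the single screening dose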;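 further: 0% = DMSO control wells and 100% = blanks with heterologous ssDNA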
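Test system: preformed human Rad51 ssDNA filaments. Compound dosing: single dose, 10 µM final compound. Incubation: filaments 15 min 37 °C, then compound 30 min. Technique: FRET fluorescence dequenching, excitation 485 nm, emission 520 nm. Read-out basis: percent inhibition from fluorescence, normalised to plate control and blank means. Benchmarks: plate controls and plate blanks.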
FXIa inh – human FXIa protease inhibitors, primary screen, biochemical, 1536-well; 220,000 compounds, 0.14% hits; purified FXIa, Boc-Glu-Ala-Arg-AMC fluorogenic substrate; inhibition, % at 5 µM;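 active means inhibition of at least 40%; inactive means inhibition below 40%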;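 further: fluorescence of freed AMC excited at 355 nm; 0% = enzyme without compound and 100% = no enzyme blank; many of its hits are not listed in these tables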
Calpain2 inh – inhibitors of pig calpain II, primary screen, biochemical, fluorogenic peptide substrate, 1536-well. purified calpain II, 30 min. inhibition, % at 16 µM. 220,000 compounds, 0.37% hits;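 active means inhibition above about 50%, limit read from the data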
Furin inh – human furin inhibitors, primary screen, biochemical, fluorescence intensity. inhibition, % at 30 µM. P09958. AID 463115, 2010. 220,000 compounds, 0.061% hits. purified furin, fluorogenic substrate cleavage; in the data active means inhibition above about 25%; further: inactives centre near -15
Target sequence (P09958 108-714 limits assumed): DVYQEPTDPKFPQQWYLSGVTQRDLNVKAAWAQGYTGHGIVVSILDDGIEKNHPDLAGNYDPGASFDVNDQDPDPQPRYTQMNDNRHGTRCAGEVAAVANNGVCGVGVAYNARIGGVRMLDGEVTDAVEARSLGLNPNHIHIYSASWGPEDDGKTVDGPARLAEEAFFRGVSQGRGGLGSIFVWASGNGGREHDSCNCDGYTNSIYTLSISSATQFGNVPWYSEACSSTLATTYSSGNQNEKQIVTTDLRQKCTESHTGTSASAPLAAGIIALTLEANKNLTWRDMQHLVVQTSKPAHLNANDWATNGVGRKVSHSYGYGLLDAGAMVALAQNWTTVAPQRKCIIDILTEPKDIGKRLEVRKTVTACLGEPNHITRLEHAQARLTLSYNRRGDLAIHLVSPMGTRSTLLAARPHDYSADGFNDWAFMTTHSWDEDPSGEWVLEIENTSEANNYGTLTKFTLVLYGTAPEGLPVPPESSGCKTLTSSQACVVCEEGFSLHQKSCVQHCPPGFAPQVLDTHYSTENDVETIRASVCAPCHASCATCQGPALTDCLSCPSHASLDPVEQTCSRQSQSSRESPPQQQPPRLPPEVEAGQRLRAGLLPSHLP
FXIIa inh 1536 – human FXIIa protease inhibitors, primary screen, biochemical, 1536-well; purified FXIIa, Boc-QGR-AMC fluorogenic substrate, 2 h; inhibition, % at 5 µM; 220,000 compounds, 0.3% hits; AID 800, 2007; in the data active means inhibition above about 40%;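 further: 0% = enzyme with no compound and 100% = blank without enzyme; many of its hits are not listed in these tables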
Thrombin inh – human alpha-thrombin inhibitors, primary screen, counter-screen for coagulation protease inhibitor project, biochemical, 1536-well, fluorogenic AMC substrate. Boc-VPR-AMC fluorogenic substrate cleavage. AID 1046, 2008. 220,000 compounds, 0.26% hits. Prothrombin (Homo sapiens), P00734. inhibition, % at 5 µM;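 active means inhibition at or above 40%; inactive means inhibition below 40%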;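 further: 0% = enzyme with no compound and 100% = wells without enzyme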
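System: human alpha-thrombin protein; Compound dosing: one concentration per compound, 5 µM, with 0.2% DMSO; Timing: reaction at room temperature; Technique: AMC fluorescence, 355/460 nm; Controls: enzyme without compound as high, wells lacking enzyme as low.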
* = called active by the depositor; i = inactive; nt = not tested or not shown; [ ] = remark or other dose. Not all compounds are listed. The share of hits here may be higher or lower than overall.

SMILES	hK5 inh	Cl transport mod	PERK inh	Rad51 HR inh	FXIa inh	Calpain2 inh	Furin inh	FXIIa inh 1536	Thrombin inh
COc1ccc(C2CC(c3cccs3)=NN2S(C)(=O)=O)cc1OC (stereo unspecified)	19	nt	-0.2	-7	-1	3	-23	10	-6
CCN(C(=O)c1ccc(Br)cc1)c1ccccc1	-6	nt	1.1	2	-6	-12	-20	3	-12
S=c1[nH]nc(-c2cc(-c3ccccc3)n[nH]2)n1/N=C/C=C/c1ccco1	6	-1.1	1.0	-15	4	-2	-19	6	-3
O=C(CSc1ccc(C(F)(F)F)cn1)Nc1ccccc1	8	-0.21	1.3	17	2	10	-27	1	-6
COc1cc(OC)cc(C(=O)Nc2ccc(S(=O)(=O)Nc3cc(C)on3)cc2)c1	-2	1.9	1.0	1	10	5	-13	13	-3
COc1ccccc1C(=O)Nc1ccc(S(=O)(=O)Nc2onc(C)c2C)cc1	1	0.83	1.2	nt	-1	-17	-16	5	-9
CCN(CC)C(=O)CSc1ncccc1-c1nc2ccccc2[nH]1	2	-0.55	-1.4	3	-7	-30	-15	-2	7
C(=N\Nc1nc(Nc2ccccc2)nc(N2CCCCC2)n1)/c1ccco1	2	nt	-0.2	-2	0	-43	-27	11	-9
CCCCn1c(CN2CCN(c3ccc(F)cc3)CC2)nc2c1c(=O)n(C)c(=O)n2C	6	0.063	0.3	-4	1	7	-3	11	2
Cc1ccccc1-n1c(Cn2c(=O)sc3ccccc32)nnc1SCC(=O)N1CCCC1	-4	0.15	-0.9	nt	8	-23	-29	15	6
O=C(C1CCC(Cn2c(=S)[nH]c3ccccc3c2=O)CC1)N1CCN(c2ccccn2)CC1 (stereo unspecified)	2	0.63	0.6	2	-1	-139	-24	5	-12
COc1cccc(CN2CCNC(=O)C2CC(=O)N2CCCCO2)c1OC (stereo unspecified)	11	-0.043	0.0	-24	-3	-3	-19	13	2
O=C(C1CCC1)N1CCc2cc(S(=O)(=O)NC3CCCc4ccccc43)ccc21 (stereo unspecified)	-18	nt	0.1	-1	-11	-9	-17[20 µM]	-24	-9
COc1ccc(N=Cc2oc3ccc4ccccc4c3c2O)cc1	3	0.078	0.6	-316	6	-18	-35	10	2
Cc1nc2cc(-c3ccc(Cl)cc3)nn2c(C)c1CCC(=O)NC(C)c1ccc2c(c1)OCCO2 (stereo unspecified)	-10	0.013	-0.8	0	3	-70	-7	5	-1
CCOC(=O)c1[nH]c2ccc(F)cc2c1NC(=O)C1=COCCO1	-13	-0.69	0.1	nt	4	-30	-27	18	1
O=C(N/N=C/c1ccco1)c1cc([N+](=O)[O-])cc([N+](=O)[O-])c1	-20	5	0.7	9	0	6	-2	0	-15
COCCN(C(=O)c1csnn1)C(C(=O)NC1CCCCC1)c1cccs1 (stereo unspecified)	8	0.42	-0.3	2	-5	-16	10[20 µM]	-10	-8
CC(CN1CCCCC1)OC(=O)C(C)(c1ccccc1)c1ccccc1 (stereo unspecified)	-10	-0.52	-0.8	6	-1	10	-14[20 µM]	7	-4
Cc1ccccc1[C@@H]1C(C#N)=C(N)S[C@H]1C(=O)c1ccccc1	-13	-1.1	0.6	6	3	-37	-17[20 µM]	21	5
COc1cc(CNc2nc(C)c([N+](=O)[O-])c(C)c2C#N)cc(OC)c1	-3	0.41	-0.8	-9	-5	66*	-6[20 µM]	9	-1
COC(=O)c1ccc(C(=O)OC)c(NC(=O)CN2CCC(C)CC2)c1	5	0.14	0.8	-7	0	-10	-23	12	-12
O=C(Nc1c(C(=O)O)oc2ccc(Br)cc12)c1ccccc1	15	nt	1.8	0	-6	6	-25	0	20
COCC(C)n1c(C)cc(C(=O)CSc2nnnn2-c2ccc(O)cc2)c1C (stereo unspecified)	-4	-0.28	0.7	5	-4	5	-11	6	-4
N#CC(c1ccccc1O)N1N=C(c2ccccc2)CC1c1ccccc1 (stereo unspecified)	3	-0.15	-1.1	14	2	-14	-22	4	0
Cc1ccc(N(CC(N)=O)C2SC(=O)N(Cc3cccc(C(=O)O)c3)C2=O)cc1 (stereo unspecified)	3	0.96	0.5	-5	4	8	-16[20 µM]	15	-1
Cc1ccc(F)cc1NC(=O)c1ccc2c(c1)OCO2	1	0.25	0.5	nt	-4	8	-25[20 µM]	-5	-11
O=C(NCCCN1CCOCC1)c1ccc(CS(=O)(=O)c2c(Cl)cccc2Cl)o1	-2	0.79	0.1	-3	-9	-3	-22	-1	-9
CC[n+]1c(/C=C/C=C/N(C(C)=O)c2ccccc2)sc2ccccc21	-20	nt	-0.5	-252	5	20	-1	10	-6
COc1ccc(/C=C2\NC(=S)N(CC3CCCO3)C2=O)c(OC)c1C (stereo unspecified)	-9	1.8	-1.6	-1	-1	1	-6[20 µM]	-16	-8
CC(C)CCN(C(=O)Cc1ccc(Cl)c(Cl)c1)c1c(N)n(Cc2ccccc2)c(=O)[nH]c1=O	3	1.4	1.2	-14	1	-21	-18	9	-9
CC1CCCCN1S(=O)(=O)c1ccc(S(=O)(=O)NCCc2ccncc2)cc1 (stereo unspecified)	-9	0.55	-1.1	-13	1	-5	-20[20 µM]	7	-2
CCOc1ccc(NC(=S)NC23CN4CN(CN(C4)C2)C3)cc1	5	0.29	1.0	0	-1	-17	-21	12	-6
O=C(COC(=O)c1cc(Cl)ccc1Cl)NCCN1C(=O)CSC1=O	-13	0.36	0.5	-5	6	6	-15	13	-7
CC1CCCCC1NC(=O)COC(=O)c1ccc(S(=O)(=O)N2CCOCC2)cc1 (stereo unspecified)	4	0.95	0.1	0	4	-4	-29	8	2
O=C(CSc1ncccn1)NCc1ccccc1Cl	-7	nt	0.8	5	-3	-8	-25	14	0
Cc1ccc(Nc2ncccc2C(N)=O)cc1[N+](=O)[O-]	-4	-0.37	1.0	-5	2	2	-1	3	-6
Cc1nn(Cc2ccccc2)c(C)c1C(=O)OCC(=O)c1cc(C)n(CC(F)(F)F)c1C	-6	-0.43	-0.5	9	-4	25	-12[20 µM]	2	-2
COc1ccc(CCNS(=O)(=O)c2cn(C)c(=O)n(C)c2=O)cc1OC	2	0.4	1.0	-1	-3	-35	-18	16	-2
COC(=O)c1ccc(N2CCN(S(=O)(=O)c3ccc4ccccc4c3)CC2)c([N+](=O)[O-])c1	8	0.26	-0.2	4	6	-37	-19[20 µM]	21	2
COc1cc(C(=O)OCC(=O)Nc2sccc2C(N)=O)cc(OC)c1OC	6	-0.68	-0.4	-1	-5	-32	-27	5	-6
Cn1c(CN2CCCC2)c(C#N)c2ccccc21	-8	nt	0.0	2	-2	-18	-32	10	-5
Oc1ccc2ccc3cccc[n+]3c2c1	nt	i	0.6	-366	nt	nt	0[20 µM]	nt	nt
COc1ccccc1NC(=O)Nc1c(C)n(C)n(-c2ccccc2)c1=O	11	1	0.8	2	-10	-13	-19[20 µM]	-3	-4
Cc1cc(NC(=O)c2cc(-c3cccc(Cl)c3)on2)no1	2	0.46	2.0	-4	8	-8	-34	16	3
COc1ccc(OC)c(NC(=O)c2ccc(Cl)cc2)c1	-4	0.014	-0.7	25	-1	-2	-17	9	2
CN1C(CC(=O)Nc2ccc(Cl)cc2Cl)c2ccccc2CC1(C)C (stereo unspecified)	-2	0.0022	-1.3	-5	0	-1	-16	8	-2
CC(C)CNC(=O)c1cc(-c2ccc(Br)cc2)on1	1	nt	1.7	-4	6	2	-15	12	4

Sorted by molar mass (ascending): twelve of the compounds above.
SMILES	hK5 inh	Cl transport mod	PERK inh	Rad51 HR inh	FXIa inh	Calpain2 inh	Furin inh	FXIIa inh 1536	Thrombin inh
COc1ccc(OC)c(NC(=O)c2ccc(Cl)cc2)c1	-4	0.014	-0.7	25	-1	-2	-17	9	2
CCN(C(=O)c1ccc(Br)cc1)c1ccccc1	-6	nt	1.1	2	-6	-12	-20	3	-12
CC(CN1CCCCC1)OC(=O)C(C)(c1ccccc1)c1ccccc1 (stereo unspecified)	-10	-0.52	-0.8	6	-1	10	-14[20 µM]	7	-4
O=C(Nc1c(C(=O)O)oc2ccc(Br)cc12)c1ccccc1	15	nt	1.8	0	-6	6	-25	0	20
O=C(COC(=O)c1cc(Cl)ccc1Cl)NCCN1C(=O)CSC1=O	-13	0.36	0.5	-5	6	6	-15	13	-7
COc1ccccc1C(=O)Nc1ccc(S(=O)(=O)Nc2onc(C)c2C)cc1	1	0.83	1.2	nt	-1	-17	-16	5	-9
COCCN(C(=O)c1csnn1)C(C(=O)NC1CCCCC1)c1cccs1 (stereo unspecified)	8	0.42	-0.3	2	-5	-16	10[20 µM]	-10	-8
O=C(C1CCC1)N1CCc2cc(S(=O)(=O)NC3CCCc4ccccc43)ccc21 (stereo unspecified)	-18	nt	0.1	-1	-11	-9	-17[20 µM]	-24	-9
CCCCn1c(CN2CCN(c3ccc(F)cc3)CC2)nc2c1c(=O)n(C)c(=O)n2C	6	0.063	0.3	-4	1	7	-3	11	2
Cc1nn(Cc2ccccc2)c(C)c1C(=O)OCC(=O)c1cc(C)n(CC(F)(F)F)c1C	-6	-0.43	-0.5	9	-4	25	-12[20 µM]	2	-2
COC(=O)c1ccc(N2CCN(S(=O)(=O)c3ccc4ccccc4c3)CC2)c([N+](=O)[O-])c1	8	0.26	-0.2	4	6	-37	-19[20 µM]	21	2
CC(C)CCN(C(=O)Cc1ccc(Cl)c(Cl)c1)c1c(N)n(Cc2ccccc2)c(=O)[nH]c1=O	3	1.4	1.2	-14	1	-21	-18	9	-9

(more compounds)
SMILES	hK5 inh	Cl transport mod	PERK inh	Rad51 HR inh	FXIa inh	Calpain2 inh	Furin inh	FXIIa inh 1536	Thrombin inh
O=C(NCCNc1cc(Cl)ccc1[N+](=O)[O-])c1ccco1	-3	-1.1	0.2	1	-3	-11	-14	-1	-8
O=C1c2ccccc2NC(c2cn[nH]c2-c2ccccc2)N1O (stereo unspecified)	-11	1.4	0.7	2	6	-8	-15	4	-2
O=C(CSCCO)N1CCc2ccccc21	3	-1.3	-0.9	-5	3	-46	-8[20 µM]	-6	-22
COc1ccc(Cl)cc1NC(=S)N(Cc1ccccc1C)CC1CCC(C(=O)O)CC1 (stereo unspecified)	nt	0.094	0.5	nt	-2	26	-14	4	-2
CNC(=S)N1CCN(C(=O)C2CCCO2)CC1 (stereo unspecified)	2	1.9	0.2	3	14	0	-17	11	0
C=CCn1nc2n(c1=O)-c1ccccc1SC2	14	-0.15	0.3	-5	-14	-21	-20	6	-3
